NPYLR7 ag – activates Aedes aegypti NPYLR7 receptor; HEK293T NPYLR7/Galpha15, GCaMP6s calcium fluorescence; activation, % at 10 µM; 270,000 tested, 0.15% active; in the data active = activation above about 40%;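 also: 0% = vehicle and 100% = reference agonist at the receptor; some compounds past the cut are filed as inactive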
mcGAS inh – mouse cGAS inhibition by luminescence | 160,000 tested, 0.15% active | inhibition, % at 12.5 µM | Q8C6L5 | recombinant cGAS, Kinase-Glo ATP depletion luminescence | AID 1259399;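 also: 0% = negative control wells and 100% = reference inhibitor with no enzyme activity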
hcGAS inh – blocks human cGAS activity. recombinant h-cGAS, ATP depletion, Kinase-Glo luminescence. inhibition, % at 12.5 µM. Q8N884. 290,000 tested, 0.081% active;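 also: 0% = vehicle reaction and 100% = reaction without DNA for no activity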
Target sequence (Q8N884 whole entry, looked up): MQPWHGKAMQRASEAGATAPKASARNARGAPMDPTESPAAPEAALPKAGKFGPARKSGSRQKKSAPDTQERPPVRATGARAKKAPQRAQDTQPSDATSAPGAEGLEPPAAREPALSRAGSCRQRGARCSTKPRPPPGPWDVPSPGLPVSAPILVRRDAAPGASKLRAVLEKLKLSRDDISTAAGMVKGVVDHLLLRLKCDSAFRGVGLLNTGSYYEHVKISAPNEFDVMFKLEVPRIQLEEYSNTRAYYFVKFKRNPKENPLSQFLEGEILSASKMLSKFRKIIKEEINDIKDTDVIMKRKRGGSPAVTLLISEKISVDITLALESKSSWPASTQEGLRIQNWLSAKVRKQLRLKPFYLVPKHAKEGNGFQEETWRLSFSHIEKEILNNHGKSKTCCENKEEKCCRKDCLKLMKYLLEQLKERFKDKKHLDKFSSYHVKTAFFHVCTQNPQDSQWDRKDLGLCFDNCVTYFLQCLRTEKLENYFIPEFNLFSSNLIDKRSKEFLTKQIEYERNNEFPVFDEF
The depositor's hits bear a star; · = no result given; & = joins results of further samples. Rule as the data show it, unless noted: active = inhibition above about 40%; inactive = the rest.

SMILES	NPYLR7 ag	mcGAS inh	hcGAS inh
CCOC(=O)N1CCN(CC(=O)N2N=C(c3ccccc3Cl)CC2c2cccn2C)CC1 (stereo not given)	14	-4	-6
O=C1CCN(CC(O)CC(F)(F)F)c2ccsc2CN1Cc1ccccc1 (stereo not given)	-1	-9	-5
COCCCN(CC(=O)Nc1cc(C(C)(C)C)nn1-c1cccc(C)c1)C(=O)Nc1ccccc1Br	-2	-4	-3
Cc1cc(NC(=O)C(C)Oc2cccc3cccnc23)no1 (stereo not given)	4	·	3
CSc1nc(N2CCCC2)c2cnn(CCNC(=O)COc3ccccc3F)c2n1	·	-6	-4
O=C(NCCc1ccccc1F)N1CCN(S(=O)(=O)c2cc(F)ccc2F)CC1	7	-10	-6
COCC(=O)NCC1CCN(Cc2cc(C)ccc2C)C1 (stereo not given)	1	·	-2
CC(=O)Nc1ccc(CN(C)Cc2cccc3cnccc23)cc1	5	·	-5
Cc1ccc(N2CCC(N(C)CCC(N)=O)CC2)cc1Cl	5	·	-7
CC(C(=O)O)[C@H]1CCC2C3CC=C4C[C@@H](O)CC[C@]4(C)C3CC[C@@]21C (stereo not given in full)	-6	-6	-2
COc1cc(OC)cc(C(=O)N2CCN(c3cc(S(=O)(=O)N4CCOCC4)ccc3OC)CC2)c1	14	-3	1
CC(C)Cc1cnc2c(c1SCc1ccccn1)c(=O)n(C)c(=O)n2C	2	-9	-7
COc1cccc([C@@H](C)NC(=O)c2c(C)noc2-c2cccc(C(F)(F)F)c2)c1	6	-5	-4
COc1ccc(OC)c(N=Nc2c(C)nn(-c3ccccc3)c2N)c1	-9	·	-1
COC(=O)Cn1ncn2c(cc3sc(C)cc32)c1=O	-1	-3	-4
Cc1ccc(OCCN(C)C(=O)CCc2nnc(CCc3c[nH]c4ccccc34)o2)cc1	-2	·	-7
COc1cc2c(cc1OC)C(c1ccccc1)N(C(=O)C(OC(C)=O)c1ccccc1)CC2 (stereo not given)	-1	2	3
O=S(=O)(Nc1ccc(O)cc1)c1cccc2cccnc12	-1	·	-3
O=C(Cn1cnnn1)Nc1nc(-c2cccs2)cs1	8	·	0
Cc1nsc(NC(=O)NC2CCOCC2)n1	-16	·	0
COC(=O)c1cccc2c1CCCN2C(=O)c1ccc(N(C)C)c(F)c1	0	·	-5
CCOC(=O)c1c(NC(=O)c2ccc(OC)cc2)sc(C(=O)Nc2ccccc2C)c1C	-14	2	0
O=C1CC(C=Cc2ccncc2)=Nc2ccccc2N1	3	·	-8
Cc1cnc(SCCN2CCOCC2)nc1C1CCCN(C(=O)c2csc3c2CCCC3)C1 (stereo not given)	27	-8	-2
Cc1ccc2oc(-c3ccc(Cl)c(NC(=O)C4CC4)c3)nc2c1	·	-8	-2

Among those listed so far, these contain an aryl thioether with sulfur outside any ring:
SMILES	NPYLR7 ag	mcGAS inh	hcGAS inh
CSc1nc(N2CCCC2)c2cnn(CCNC(=O)COc3ccccc3F)c2n1	·	-6	-4
CC(C)Cc1cnc2c(c1SCc1ccccn1)c(=O)n(C)c(=O)n2C	2	-9	-7
Cc1cnc(SCCN2CCOCC2)nc1C1CCCN(C(=O)c2csc3c2CCCC3)C1 (stereo not given)	27	-8	-2

Remaining list, next part:
SMILES	NPYLR7 ag	mcGAS inh	hcGAS inh
Cn1c(CN2CCN(C(=O)NC3CCCCC3)CC2)nc2cc([N+](=O)[O-])ccc21	1	-5	-4
CCc1nc2c(OCc3ccc(Cl)cc3)cccn2c1N(C)C(C)=O	-12	3	2
CCOc1ccccc1N1CCN(C(=O)c2cc(-c3cccc(OC)c3)nn2-c2cccc([N+](=O)[O-])c2)CC1	-3	-5	-16
COc1cc(OC)cc(-c2nc3ccccc3c(=O)n2Cc2ccc(Cl)cc2)c1	4	-6	-7
CN1CC2(CCCN(C(=O)CCc3nc4ccccc4[nH]c3=O)CC2)OC1=O (stereo not given)	3	-16	0
COCC1CCCN(C(=O)c2ccc(-c3cnn(C)c3)nc2)C1 (stereo not given)	-6	·	-4
COc1ccc(CCNC(=O)c2ccccc2N2CCC(NS(=O)(=O)c3ccc(Cl)cc3)CC2)cc1OC	0	-4	0
O=C1Nc2ccc(S(=O)(=O)Nc3ccc4oc(=O)sc4c3)c3cccc1c23	0	·	-3
COc1ccc(Br)cc1C(=O)Nc1ccc2c(c1)C(=O)N(CC(C)C)C2=O	-3	·	-2
CCCCn1c(N)c(C(=S)NC(=O)C2CC2)c(=O)[nH]c1=O	1	·	13
O=C(c1ccc(CO)cc1)N1CCCc2ccccc21	-6	·	13
CC(SC1=Nc2ccccc2CS1)C(=O)N1CCNC1=O (stereo not given)	10	-7	-10
CCc1ccc2oc(=O)cc(CN(C)C(COC)c3ccccn3)c2c1 (stereo not given)	1	·	-7
CCS(=O)(=O)c1ccc(-c2ccc(NS(=O)(=O)c3ccc(Cl)s3)cc2)nn1	14	-7	-8
CCC(C)N(Cc1cccn1Cc1cccc(OC)c1)C(=O)CN(CCCOC)C(=O)c1cccc([N+](=O)[O-])c1 (stereo not given)	-11	-5	-4
O=C(/C=C/c1cccc(F)c1)N(c1ccccn1)C1CCCCC1	4	·	-2
CC(C)(C)c1nc(SCC(=O)N(c2ccccc2)C2CCS(=O)(=O)C2)n[nH]1 (stereo not given)	5	·	-13
Cc1cccc(Cn2cccc2CN(Cc2cccc(Cl)c2)CC(C)C)c1	0	1	4
Cc1ccc(C)c(OCC(O)Cn2nc(C)c3ccccc3c2=O)c1 (stereo not given)	1	·	-13
CN(C)P(=NC(=S)Nc1cccnc1)(c1ccncc1)N(C)C	6	·	-6
Cc1nc(N=Nc2cc([N+](=O)[O-])ccc2Cl)c(COP(=O)(O)O)c(C=O)c1O	7	-2	-3
O=C(c1ccccc1C(F)(F)F)N1CCN(c2nc3nccc(-c4ccc(Cl)c(Cl)c4)n3n2)CC1	·	-6	-4
CN(C)CCn1c2c(c(SCC(=O)Nc3ccc([N+](=O)[O-])cc3)nc1=O)CCC2	-2	-9	2
CC1CCN(Cc2nnnn2CCCC(=O)N(C)C(C)c2ccncn2)CC1 (stereo not given)	-2	-4	1
COc1cccc(C(=O)Nc2ccc(-c3nc4cc(C)ccc4o3)c(O)c2)c1	-4	1	1

Entries above that contain bromine (2):
SMILES	NPYLR7 ag	mcGAS inh	hcGAS inh
COCCCN(CC(=O)Nc1cc(C(C)(C)C)nn1-c1cccc(C)c1)C(=O)Nc1ccccc1Br	-2	-4	-3
COc1ccc(Br)cc1C(=O)Nc1ccc2c(c1)C(=O)N(CC(C)C)C2=O	-3	·	-2

Other records follow:
SMILES	NPYLR7 ag	mcGAS inh	hcGAS inh
CCOC(=O)C1CCCN(CC(=O)N2N=C(c3ccccc3Cl)CC2c2cccn2C)C1 (stereo not given)	11	-2	2
Cc1ccc(-n2nnnc2SC(C)C(=O)NCc2cccs2)c(C)c1 (stereo not given)	-7	·	4
CCCOCC1CCN(c2nc(C)nc3sccc23)C1 (stereo not given)	0	·	-6
O=C(CSc1nc2c(cnn2CCO)c(=O)[nH]1)NCc1ccccc1Cl	4	·	2
CN(C)C(=O)CN1CCN(Cc2cccc(C(=O)Nc3cnn(C)c3)c2)CC1	6	·	-6
[N-]=[N+]=NC1CC(CO)OC1n1ccc(=O)[nH]c1=O (stereo not given)	-4	·	3
CCOC(=O)CSc1nnc(CNc2ccc(F)cc2)n1CC1CCCO1 (stereo not given)	2	·	-6
CC1(C)CN(C(=O)c2cccs2)C2(S1)C(=O)N(Cc1ccccc1Cl)c1ccccc12 (stereo not given)	-3	-4	-1
CCOC(=O)N1CCN(Cc2nc3c(c(=O)n(C)c(=O)n3C)n2CCc2ccccc2)CC1	5	·	1
CCCCn1nnnc1NCc1ccc(C)s1	11	·	-12
COc1ccc(OC)c2sc(N(CCN3CCOCC3)C(=O)c3ccc(C#N)cc3)nc12	9	·	-6
Cc1ccc2cc(CCNC(=O)c3cc4ccccc4o3)c(=O)[nH]c2c1C	0	·	-8
S=c1[nH]nc(CSc2nc3ccccc3s2)n1-c1ccccc1	6	-3	-2
Cc1ccc(-c2cc(C(=O)N(CCc3ccccc3)Cc3ccccc3)n(-c3ccc(Cl)cc3)n2)cc1C	-3	-5	-16
COc1cc2c(cc1OC)CN(S(=O)(=O)c1ccc(OC)c(N3CCN(C(=O)c4ccc(F)cc4C(F)(F)F)CC3)c1)CC2	20	-8	-1
O=C1CC(NS(=O)(=O)c2ccccc2)CN1CCc1ccccc1 (stereo not given)	13	·	-7
CNC(=S)N1CCn2cccc2C1c1cc(OC)ccc1OC (stereo not given)	1	·	-1
CC1C(=O)N(c2cccc(Br)c2)CCN1C(=O)CCc1ccccc1 (stereo not given)	-2	·	3
COc1ccc(NC(=O)c2c(NC(=O)CCC(=O)O)sc3c2CCC(C)C3)cc1 (stereo not given)	3	-1	-1
C/C=C(\C)C(=O)O[C@H]1C[C@@]2(C)CCC(C(C)C)C2(O)CC[C@@]1(C)O (stereo not given in full)	2	-4	-4
Cc1cc([N+](=O)[O-])nn1CC(=O)Nc1c(F)cc(F)cc1Br	-2	-7	-7
CCOc1ccc(C(=O)N2CCN(c3ncccc3C)CC2)o1	3	-17	-8
COCCN(Cc1ccc(OS(=O)(=O)c2cccc(C(F)(F)F)c2)cc1)C(=O)Nc1cccc(F)c1	-1	-7	-15
O=[N+]([O-])c1cc(S(=O)(=O)Nc2nc3c(F)cc(F)cc3s2)ccc1Cl	1	-1	-1
CCCc1ccccc1N1C(=O)CSC1c1ccc(NC(=O)C2CC2)cc1 (stereo not given)	-6	-6	-6

Rewritten comma-delimited: entries from further up
SMILES,NPYLR7 ag,mcGAS inh,hcGAS inh
CCCc1ccccc1N1C(=O)CSC1c1ccc(NC(=O)C2CC2)cc1 (stereo not given),-6,-6,-6
Cc1ccc(-c2cc(C(=O)N(CCc3ccccc3)Cc3ccccc3)n(-c3ccc(Cl)cc3)n2)cc1C,-3,-5,-16
COc1ccc(NC(=O)c2c(NC(=O)CCC(=O)O)sc3c2CCC(C)C3)cc1 (stereo not given),3,-1,-1

Next section:
SMILES	NPYLR7 ag	mcGAS inh	hcGAS inh
CCOC(=O)C1CCN(C(=O)CSc2nc(Cl)cc(N3CCN(C(=O)C4CC4)C(C)C3)n2)CC1 (stereo not given)	-16	2	7
N#CCCN1CC(O)CN(C(=O)c2cccc(C(F)(F)F)c2)CC1=O (stereo not given)	17	-7	7
Cc1cc(NC(=O)CN2CCC3(CC2)CC(=O)c2cc(Br)ccc2O3)nn1-c1ccccc1	-7	-7	-5
CC(=O)Nc1ccc(-n2c(CCC(=O)NCc3cnc(C)cn3)ccc2-c2ccc(F)cc2)cc1	9	-5	-5
COCCNC(=O)Cn1nc(C(F)(F)F)c(Br)c1C	-2	·	-1
O=C(c1ccco1)N(Cc1ccc2c(c1)OCO2)Cc1c(-c2ccccc2)noc1N1CCCC1	9	-5	-5
Cc1ccccc1-n1c(-c2ccc(Cl)cc2)cc(C(=O)NC(C)C(C)C)c1C (stereo not given)	21	-5	-9
COc1ccc(CN2CCn3nc(C(=O)N4CCC5(CC4)OCCO5)cc3C2=O)cc1	-2	-3	-3
CCCN(CC1CC1)C(=S)NC(=O)C1CC1	-11	·	-6
CCCCN1C[C@@H](C(=O)O)C[C@H](C(=O)Nc2ccc(C)nc2)C1	-1	·	-2
CCN(CC)C(=O)[C@@H]1C[C@H](N)CN1C(=O)Cc1nc(C)sc1C	-1	-9	-3
N#Cc1c(NC(=O)CN2C(=O)c3ccccc3C2=O)sc2c1CCCC2	-1&-8	-8&-3	-8&2
CCOCCn1c(=NC(=O)c2cccc(S(C)(=O)=O)c2)sc2cccc(F)c21	7	·	-11
C=CCn1c(=O)c2c(nc3n(-c4cc(C)ccc4C)c(C)c(C)n23)n(C)c1=O	0	-4	2
CCn1c2ccccc2n2nc(C)c(C(C)=O)c12	-11	-8	-2
CC(C)c1cc(NC(=O)C(OC2CCCC2)c2ccccc2)n[nH]1 (stereo not given)	2	·	1
CC(NC(=O)c1ccccc1-c1nccn1C)c1ccc(O)c(F)c1 (stereo not given)	1	-14	0
CC(c1nc2ccccc2s1)N(C)C(=O)CCn1nc(-c2cccs2)oc1=O (stereo not given)	2	·	0
O=C(c1cc(-c2ccccc2)no1)N1CCC(CO)(Cc2ccc(Cl)cc2)CC1	19	·	-5
Cc1nc(-n2cnnc2)ccc1-c1ccc2c(c1)OCO2	13	·	-1
COCC1(C(=O)NCCn2c(C)cc3ccccc32)CCC1	3	-11	-4
CCC(=O)C1(NC(=O)Cn2c(=O)n(CC)c3ccccc32)CCCCC1	-6	·	0
Cc1ccccc1CN1CCc2c(O)cccc2C1=O	2	·	-7
CCCNC(=O)c1ccc(N(C)Cc2nnc3ccccn23)nc1	7	-14	-6
CCC(C(=O)N(CC(=O)N(CCc1c[nH]c2ccccc12)Cc1ccc(C(F)(F)F)cc1)C1CC1)c1ccccc1 (stereo not given)	-2	-3	16

Random excerpt: two entries already listed
SMILES	NPYLR7 ag	mcGAS inh	hcGAS inh
Cc1ccccc1-n1c(-c2ccc(Cl)cc2)cc(C(=O)NC(C)C(C)C)c1C (stereo not given)	21	-5	-9
CCCNC(=O)c1ccc(N(C)Cc2nnc3ccccn23)nc1	7	-14	-6

The list goes on:
SMILES	NPYLR7 ag	mcGAS inh	hcGAS inh
Cc1cnc(N2CCC(O)(c3ccccc3)CC2)nc1N(C)C	0	-19	-6
COc1ccc(N(CC(=O)NCc2ccccn2)S(=O)(=O)c2ccccc2[N+](=O)[O-])c(OC)c1	9	-6	-4
COc1ccc2c(C)nc(N3CCCC(C(=O)NCCc4cccc(F)c4)C3)nc2c1 (stereo not given)	-1	-28	-6
CCOc1c(C)cnc2c1c(=O)n(CC(=O)NC(C)C)c(=O)n2C	7	1	1
COCCn1c(-c2ccccc2C)nc2c(c(=O)c3ccccc3n2C)c1=O	0	·	-4
O=C(Cn1cnnn1)N1CCc2nnc(CCc3ccccc3)n2CC1	0	·	-5
